Compound activity (PubChem)
Hck-Nef inh: inhibitors of human Hck kinase activated by Nef; P08631; Recombinant Hck-YEEI plus Nef, Z-Lyte FRET kinase assay; inhibition, % at 20 µM; 220,000 tested, 0.68% active; AID 463187;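 active = Hck-Nef kinase inhibition above about 50%, limit read from the data; inactive = inhibition below that limit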;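 also: 0% = DMSO with Hck plus Nef and 100% = Hck alone without Nef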
Target sequence (P08631 whole entry, looked up): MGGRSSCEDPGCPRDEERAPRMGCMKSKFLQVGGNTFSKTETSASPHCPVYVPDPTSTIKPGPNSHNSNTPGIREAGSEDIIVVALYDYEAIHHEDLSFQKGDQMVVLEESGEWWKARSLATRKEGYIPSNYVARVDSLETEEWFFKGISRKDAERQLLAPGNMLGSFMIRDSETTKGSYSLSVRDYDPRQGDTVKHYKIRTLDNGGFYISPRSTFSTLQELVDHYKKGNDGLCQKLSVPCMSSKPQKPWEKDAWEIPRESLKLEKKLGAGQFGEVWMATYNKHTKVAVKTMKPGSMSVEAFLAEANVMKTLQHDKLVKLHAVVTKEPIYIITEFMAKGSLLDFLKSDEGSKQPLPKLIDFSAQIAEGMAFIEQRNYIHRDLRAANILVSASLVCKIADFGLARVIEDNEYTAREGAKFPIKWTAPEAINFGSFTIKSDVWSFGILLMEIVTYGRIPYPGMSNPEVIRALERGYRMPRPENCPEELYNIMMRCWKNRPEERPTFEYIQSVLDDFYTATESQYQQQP
EP2 antag: EP2 receptor (human) inhibition. P43116. C6 glioma cells expressing human EP2, cAMP TR-FRET; cells stimulated with saturating PGE2. 260,000 tested, 0.52% active. inhibition, % at 25 µM;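 active = percent inhibition above 40 after rounding to a whole number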;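 also: rat C6 glioma host cells with rolipram phosphodiesterase inhibitor present; the protocol text gives 20 µM as final concentration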
eIF4E 4G PPI: blocks eIF4E binding to eIF4G; TR-FRET eIF4E-eIF4GI(517-606) binding, 2 h; 220,000 tested, 0.37% active; inhibition, % at 21.7 µM; AID 782; P63073+Q04637;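 active = inhibition above about 30%, limit read from the data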;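 also: 0% = full FRET control wells and 100% = background wells lacking eIF4GI fragment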
L929 necroptosis: L929 zVAD cell death inhibition. L929 zVAD necroptosis rescue, ATP luminescence, 24 h; with zVAD 60 µM. viability rescue, % at 10 µM. 220,000 tested, 0.38% active;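 active = activation, scaled between plate controls, above about 75%, limit read from the data; inactive = activation under that limit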;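 also: 0% = zVAD with DMSO and 100% = DMSO alone without zVAD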
14-3-3 Bad PPI: disrupts binding of bovine 14-3-3 zeta to phospho-Bad peptide. P63103. TR-FRET 14-3-3zeta/Dy647-pBad peptide displacement, 1 h. inhibition, % at 21.7 µM. 220,000 tested, 0.71% active;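 active = inhibition above about 70%, limit read from the data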;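 also: 0% = full 14-3-3 plus peptide FRET controls and 100% = background without 14-3-3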
EP2 mod: modulates human prostaglandin E2 receptor EP2 signaling. P43116. EP2-expressing cells, cAMP HTRF FRET, PGE2 co-stimulation. induction, % at 25 µM. 260,000 tested, 0.83% active;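 active = compounds whose cAMP rise, as percent of the full-agonist control response, exceeds 60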;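 also: rat C6 glioma line stably carrying human EP2 under a CMV promoter; the protocol text gives 20 µM as final concentration; 100% = response of wells given 1 µM PGE2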
Rad51 HR inh: Rad51 (human) homologous recombination inhibition; 200,000 tested, 0.085% active; inhibition, % at 10 µM; hRad51 DNA strand exchange, fluorescence dequenching; Q06609; AID 1385;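 active = inhibition above 40% at the single screening dose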;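 also: 0% = DMSO control wells and 100% = blanks with heterologous ssDNA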
Target sequence (Q06609 whole entry, looked up): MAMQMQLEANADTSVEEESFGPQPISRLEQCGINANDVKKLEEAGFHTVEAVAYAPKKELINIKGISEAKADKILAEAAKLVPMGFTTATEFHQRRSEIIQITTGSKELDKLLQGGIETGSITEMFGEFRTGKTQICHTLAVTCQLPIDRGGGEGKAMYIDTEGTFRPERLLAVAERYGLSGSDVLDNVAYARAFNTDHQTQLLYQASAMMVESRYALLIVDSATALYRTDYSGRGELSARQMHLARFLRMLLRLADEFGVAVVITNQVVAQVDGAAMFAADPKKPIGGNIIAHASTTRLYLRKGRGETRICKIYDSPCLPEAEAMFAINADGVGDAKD
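Assay system: Human Rad51 nucleoprotein filaments preassembled on unlabelled ssDNA | Reagent: Donor/quencher-labelled 47-bp dsDNA substrate | Doses: One concentration, 10 µM final | Times: 37 °C 15-min filament assembly, 30-min compound preincubation, 15-min exchange | Technique: Fluorescein emission 520 nm, excitation 485 nm | Benchmarks: Plate control and blank wells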
TbHK1 inh: T. brucei hexokinase 1 inhibition; AID 1430; recombinant TbHK1, G6PDH-coupled NADH A340; 220,000 tested, 0.11% active; inhibition, % at 10 µM;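 active = inhibition of 50% or more in the single-dose primary screen; inactive = inhibition below 50%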
m-calpain inh: inhibitors of pig calpain II; inhibition, % at 16 µM; 220,000 tested, 0.37% active; purified calpain II, fluorogenic peptide substrate, 30 min;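 active = inhibition above about 50%, limit read from the data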
Starred values were filed as active, the others as inactive; / = no result given; & = joins results of further samples; [ ] = dose if it differs, or a comment. Some of the compounds tested, so the mix of outcomes need not match the whole.

SMILES	Hck-Nef inh	EP2 antag	eIF4E 4G PPI	L929 necroptosis	14-3-3 Bad PPI	EP2 mod	Rad51 HR inh	TbHK1 inh	m-calpain inh
COc1cccc(C2NC(=O)c3ccccc3O2)c1OC (stereo not given)	1	6	2	0.2	-6[fluorescence artefact?]	-5	2	2	-5
Cc1ccc(COc2ccc(/C=N/NC(=O)c3nnn(-c4nonc4N)c3COc3ccc(F)cc3)cc2)cc1	24	0	5	1.0	3	-12	5	-6	-200
CCOC(=O)C(NC(=O)CC)(Nc1nc2c(s1)CCCC2)C(F)(F)F (stereo not given)	1	18	-2	-0.3	5[fluorescence artefact?]	16	-4	6	-16
CCn1c2ccccc2c2cc(N)ccc21	2	15	9[fluorescence artefact?]	0.5	2	16	-25	-8	-232
CCn1c(Cc2ccccc2)nnc1SCC(=O)Nc1ccc(S(N)(=O)=O)cc1	5	6	-6[fluorescence artefact?]	0.0	11	-20	1	2	15
COc1ccc2c(Cl)c(C(=O)NCCCn3ccnc3)sc2c1	19	7	0	0.5	-6	-28	-4	1	-19
Cc1cccc(C)c1NC(=O)COc1ccccc1C(=O)Nc1ccc(Br)cn1	3	8	11	0.9	-5	29	-5	28	0
CCN(C(=O)c1ccco1)c1nc(CC(=O)Nc2ccc(Cl)cc2)cs1	2	10&8	1	0.0	16	-42&-82	-4	4	20
CC1CCC2(CC1)NC(=O)N(CC(=O)c1cn(CCC#N)c3ccccc13)C2=O (stereo not given)	-8	8	5	0.5	2	5	-1	-3	38
Cn1c(=O)c2c(SCC(=O)N3CCOCC3)nc(C3CC3)nc2n(C)c1=O	5	15	-3	0.5	9	-18	-5	4	-5
CCn1cc(C(=O)Nc2ccccc2)c(=O)c2ccc(C)nc21	19	7	-1	11	-7	7	0	-5	-23
COc1ccc(C)cc1NC(=S)N1CCN(c2ccccn2)CC1	0	9	4[fluorescence artefact?]	0.5	-10	-6	-18	2	15
COc1ccc(CC(=O)Nc2ccc(N3CCOCC3)cc2)cc1S(=O)(=O)N1CCOCC1	17	5	-2	0.5	4	16	-3	-5	13
N#Cc1cc(-c2ccccc2)oc1NC(=O)c1ccccc1	1	15	5	1.9	-11	-5	/	-4	10
Cc1cc(C)c(C)c(S(=O)(=O)N2CCN(C)CC2)c1C	-5	6	-5	-0.2	-4	-17	1	1	-14
COc1cccc(NC(=O)Cc2ccccc2)c1	1	12	8	0.1	-11	-6	-1	24	-4
N#CCCn1cc(/C=N/O)c(-c2ccc(-c3ccccc3)cc2)n1	3	6	1	2.2	-3	-29	-6	12	-19
CCn1c(SCC(=O)Nc2ccc(Cl)cc2)nnc1C1CC1	-1	8	-1	/	12[fluorescence artefact?]	34	/	-2	5
O=C(NC(NC1CCS(=O)(=O)C1)C(=O)c1ccccc1)c1ccc(Cl)cc1 (stereo not given)	0	12	-2[fluorescence artefact?]	-0.1	-11[fluorescence artefact?]	-28	6	-4	-34
CN(C(=O)CN1C(=O)c2ccccc2S1(=O)=O)c1ccccc1C(=O)O	0	6	-2	0.2	-1	-7	2	5	-29
S=C(c1ccc2c(c1)OCO2)N1CCCC1	7	-5	9	-0.6	-23	2	-9	-7	19
CN1CN(C)c2cccc3cccc1c23	0	7	14[fluorescence artefact?]	-0.1	5[fluorescence artefact?]	1	-1	-13	-471
C#CCOCCOCCOCCNc1nc(N2CCN(C(=O)[C@H](CCC(=O)O)n3cc(C(N)CC(C)C)nn3)CC2)nc(N2CCN(C(=O)[C@H](Cc3ccc(O)cc3)n3cc(C(N)[C@H](C)CC)nn3)CC2)n1 (stereo not given in full)	4	/	0	-1.0	46	18	/	-10	0
O=C1C2C3C=CC(CO)(O3)C2C(=O)N1c1ccccc1-c1ccccc1 (stereo not given)	5	17	3	0.7	8	6	0	2	-13
COc1cccc(N2CCN(C(=S)Nc3cc(C)cc(C)c3)CC2)c1	-6	5	-2	0.0	-1	-15	/	-10	13
O=C(Nc1ccc(F)cc1)c1ccc2nc[nH]c2c1	-1	8	0	1.4	-8	-6	-6	-3	-23
Cc1c(NC(=O)c2cccs2)cccc1-c1nc2ccccc2s1	-1	24	-1[fluorescence artefact?]	4.7	-3[fluorescence artefact?]	-22	1	-5	-8
Cn1ccnc1C(=O)c1ccc(S(=O)(=O)N2CCCC2)cc1	-1	1	0	1.8	-7	17	5	-2	-31
CCCCOc1ccc(/C=C/C2=CC(C)(C)NC(=S)N2)cc1OCC	-11	7	-7	-0.6	4	16	-9	2	-12
Cc1ccc(S(=O)(=O)N(CC(=O)N2CCc3ccccc3C2)c2cccc(Cl)c2)cc1	0	23	5	-0.2	-2	21	4	0	33

Quoted at random: three compounds from above.
SMILES	Hck-Nef inh	EP2 antag	eIF4E 4G PPI	L929 necroptosis	14-3-3 Bad PPI	EP2 mod	Rad51 HR inh	TbHK1 inh	m-calpain inh
CCn1cc(C(=O)Nc2ccccc2)c(=O)c2ccc(C)nc21	19	7	-1	11	-7	7	0	-5	-23
O=C(NC(NC1CCS(=O)(=O)C1)C(=O)c1ccccc1)c1ccc(Cl)cc1 (stereo not given)	0	12	-2[fluorescence artefact?]	-0.1	-11[fluorescence artefact?]	-28	6	-4	-34
CCN(C(=O)c1ccco1)c1nc(CC(=O)Nc2ccc(Cl)cc2)cs1	2	10&8	1	0.0	16	-42&-82	-4	4	20

Other entries:
SMILES	Hck-Nef inh	EP2 antag	eIF4E 4G PPI	L929 necroptosis	14-3-3 Bad PPI	EP2 mod	Rad51 HR inh	TbHK1 inh	m-calpain inh
CC(=O)Nc1ccc(S(=O)(=O)N2CCC(c3nc4ccc(C)cc4[nH]3)CC2)cc1	-1	3	-4	3.0	-9	-45	0	-3	-14
CN1CCC(OC(=O)Cc2ccc(Cl)cc2)CC1	15	7	1	2.0	3	-10	-10	9	16
COc1ccc(C2C(C(=O)N3CCN(c4ccccn4)CC3)CC(=O)N2c2ccc(OC)cc2)cc1 (stereo not given)	0	11	5[fluorescence artefact?]	-0.2	9	-6	0	-5	-10
COc1ccc(NC(=O)CSc2nc3ccccc3c(=O)n2CCCN2CCC(C)CC2)c(OC)c1	0	7	1	-0.9	-10	-12	12	1	-4
CCOc1ccc(NC(=O)C(c2ccccn2)N(C(=O)CCl)c2ccc(OCC)cc2)cc1 (stereo not given)	-3	5	14	0.1	-9	-29	1	1	-2
CCOC(=O)c1cnc(SC)nc1Sc1ccc(Cl)cc1Cl	-1	5	6	-0.4	4	47	-5	4	19
O=C(CCN1C(=O)/C(=C/c2ccccc2)SC1=S)NNC(=O)c1ccncc1	24	5	-1	1.9	-11	-52	-5	-10	-7
O=C(c1ccccc1C(=O)N1CCN(c2ccccc2F)CC1)N1CCN(c2ccccc2F)CC1	-11	4	3	0.9	1	28	2	-6	12
COc1ccc(C)cc1NC(=O)CSc1nnc(CC(=O)Nc2ccccc2C)n1C	3	7	1	-1.3	5	24	0	3	-36
Cc1ccccc1N1C(=O)C(Oc2ccc(Cl)cc2)C1CNCCCOC(C)C (stereo not given)	11	6	21	0.0	-2[fluorescence artefact?]	-34	3	22	17
COc1ccc(NS(=O)(=O)c2c(C)cc(C)cc2C)cc1	2	9	-2	0.3	-6	-40	4	3	-23
COc1ccc(/C=C/C2=CCN(Cc3ccc(OC)cc3)CC2)cc1	18	4	-3	1.4	-5	-57	-8	-4	11
COc1ccccc1CNC(=O)C1CC(c2ccccc2F)=NO1 (stereo not given)	10	5	10	-0.4	-1	-10	0	0	16
C/C(=N\NC(=O)c1cc(-c2ccncc2)nc2ccccc12)c1ccc(N2CCOCC2)cc1	-9	12	8	27	26	-18	6	-3	-83
CC(C)N(C(=O)CS(=O)(=O)c1ccc(Cl)c(Cl)c1)C(C)C	3	3	2	1.3	-3	-33	3	4	11
N#C/C(=C\c1ccc(Cl)cc1)C(=O)Nc1cccnc1	7	5	1	-0.8	-5	-35	21	-13	4
CC(=O)Nc1ccc(NC(=O)C2CCN(c3c(Cc4ccccc4)c(C)nc4ncnn34)CC2)cc1	-7	10	2	/	6[fluorescence artefact?]	-4	-2	-13	-5
Nc1nc(-c2ccc(Cl)cc2)nnc1-c1ccc(Br)cc1	15	27	-10	0.8	-22	21	-7	-14	-24
CCOc1ccc2nc(SCC(=O)N3CCCCCC3)c(C#N)cc2c1	0	9	0[fluorescence artefact?]	0.4	7	3	7	7	2
COc1ccccc1C(=O)n1nc(-c2ccccc2)nc1NCc1ccco1	0	5	-4[fluorescence artefact?]	2.6	3	39	-3	-2	-28
Cc1cc(=O)[nH]c(SCc2cccc(F)c2)n1	4	20	-1	-0.5	6	3	0	-4	-1
COc1ccc(Cn2c(=O)sc3ccccc32)cc1	-2	5&3	7[fluorescence artefact?]	0.2	5	38&26	1	-14	39
CCCC(C(=O)NC1CCCC1)N(Cc1cccs1)C(=O)c1snc(C(N)=O)c1N (stereo not given)	-1	5	-3	0.1	4	-13	3	-7	-21
CCOC(=O)N1CCN(C(=O)c2cccc(-n3c(=S)[nH]c4cc(Cl)ccc4c3=O)c2)CC1	-1	8	-5	-0.1	6	-14	-5	-14	5
COc1ccc(NC(=O)Nc2cc(C)ccc2OC(F)F)c(OC)c1	1	7	-1	0.1	-2	10	-3	-2	27
Cc1c(/C=C(\CC(=O)O)c2nc3ccccc3s2)cc(C#N)n1C	-5	4	1	0.7	0	-4	7	-9	13
O=C(N/N=C\c1cc(Cl)ccc1O)c1ccc(S(=O)(=O)N2CCCCC2)cc1	4	10	0	48	-1	-2	4	-4	-10
Cc1cccc(C(=O)c2c(N)sc3c2CCC(C)C3)c1 (stereo not given)	0	5	6	1.2	-9[fluorescence artefact?]	44	-9	-1	-19
CC(CO)(CO)NCc1ccc(-c2ccccc2)cc1	-1	6	4[fluorescence artefact?]	-0.1	10	0	-1	2	19
CS(=O)(=O)N(CCc1ccccc1)CC(=O)Nc1ccccc1	10	7	1	2.3	-2	20	/	6	-7
Clc1c(Cl)c(Cl)c2n[nH]nc2c1Cl	4	12	7	2.4	2	-24	0	-5	23
Cc1ccc(NC(=S)N(CCN(C)C)C(C)c2cccnc2)cc1 (stereo not given)	-11	6	-2	0.5	-13	14	26	-2	-4
COc1cccc(NC(=O)CSc2nc3ccccc3c(=O)n2CCCC(=O)NCCCN2CCOCC2)c1	2	9	-5	-0.5	-9	-1	7	-9	-33
COc1ccc(NC(=O)CCC2COc3ccccc3O2)c(OC)c1 (stereo not given)	0	6	-7	-0.1	-1	-35	-14	3	-12
CC1(C)CC(=O)C(C=NCCCN2CCCC2=O)=C(O)C1	-1	6	-4	0.1	-3	1	-6	10	-62
O=C(CNC(=S)N(CCCN1CCOCC1)Cc1cccs1)N1CCOCC1	2	4	-3[fluorescence artefact?]	0.1	-5[fluorescence artefact?]	20	-2	0	10
Cc1cccc(C(=O)Oc2ccccc2C(=O)N2CCOCC2)c1	16	5	1	0.5	0	20	-2	-8	-10
COc1ccccc1-c1cc(C(=O)NCc2ccco2)no1	2	10	3	-0.4	-14	-42	-2	-4	12
CCCc1nnc(NC(=O)CCC(=O)O)s1	1	11	-2[fluorescence artefact?]	0.7	0[fluorescence artefact?]	14	1	2	-4
COC(=O)Cc1cc(=O)n2[nH]c(C)nc2n1	-10	4	-4	1.4	-5[fluorescence artefact?]	18	-1	-1	-36
Cc1ncc([N+](=O)[O-])n1Cc1ccccc1	1	9&8	5	0.3	9	6&-60	/	-13	-3
CCOC(=O)C(Sc1nnc2c3ccccc3n(CC)c2n1)C(=O)OCC	-7	16	2	0.0	0	8	4	-23	-30
CCOC(=O)N1CCN(Cc2nc(N)nc(Nc3ccc(OC)cc3)n2)CC1	-26	7	0[fluorescence artefact?]	-0.2	-2	21	-3	9	-13
